Screens deposited in PubChem by National Center for Advancing Translational Sciences (NCATS).
Tb PYK inh – T. brucei pyruvate kinase inhibition | TbPYK enzyme, Kinase-Glo Plus ATP luminescence, 45 min | 410,000 compounds, 0.12% hits | AID 624173 | Potency, µM (doses to about 76.8 µM), inactives show top-dose activity, negative = inhibition, actives largely listed as inhibitors | Q57TT1; also: nearly all actives have a fitted effect of over 50% in size
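Activity of T. brucei pyruvate kinase was followed by Kinase-Glo Plus luminescence after the enzyme reacted 45 min at room temperature with 130 uM ADP (final) and substrate. Test compounds were added before ADP at multiple concentrations.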
LmPK inh – blocks Leishmania mexicana pyruvate kinase activity. Q27686. purified LmPK, Kinase-Glo ATP luminescence, 1 h. Potency, µM (top dose mostly 57.5 µM), inactives show at the highest dose activity change, negative = inhibition, actives largely listed as inhibitors. 290,000 compounds, 0.37% hits. AID 1721
Target sequence (Q27686 whole entry, looked up): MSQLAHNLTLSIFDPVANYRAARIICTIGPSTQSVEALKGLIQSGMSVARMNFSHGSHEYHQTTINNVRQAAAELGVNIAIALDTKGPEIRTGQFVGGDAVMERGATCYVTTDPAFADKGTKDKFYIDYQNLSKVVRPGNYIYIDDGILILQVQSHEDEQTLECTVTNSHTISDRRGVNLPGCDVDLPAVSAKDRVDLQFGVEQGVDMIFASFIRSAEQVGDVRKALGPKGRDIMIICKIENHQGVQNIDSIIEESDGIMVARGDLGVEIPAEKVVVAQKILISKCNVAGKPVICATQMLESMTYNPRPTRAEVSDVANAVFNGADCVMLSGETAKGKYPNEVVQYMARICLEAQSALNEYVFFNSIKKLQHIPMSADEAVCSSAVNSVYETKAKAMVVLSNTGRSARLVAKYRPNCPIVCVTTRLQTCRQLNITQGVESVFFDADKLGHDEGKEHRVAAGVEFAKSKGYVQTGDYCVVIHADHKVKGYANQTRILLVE
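Purified LmPK (0.1 nM) with 0.5 mM PEP and 0.1 mM ADP in imidazole buffer pH 7.2 with MgCl2/KCl, 1 h at room temperature. ATP formed was read by luciferase luminescence and normalized to no-enzyme and uninhibited controls.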
Pf growth 48h – P. falciparum growth inhibition at 48 hours (one generation) | P. falciparum luciferase growth in erythrocytes, 48 h | Potency, µM (top dose mostly 28.7 µM), inactives show at the highest dose activity change, negative = inhibition, usual class: inhibitors | 310,000 compounds, 5.9% hits | AID 504832
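Luciferase-expressing P. falciparum in infected erythrocytes (2% hematocrit, 0.1% parasitemia final) in RPMI 1640/0.5% Albumax were exposed to compound for 48 hours at 37 C, 5% CO2; growth read as luminescence.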
HCV inhibitor – blocks hepatitis C virus; Huh7.5.1 HCVcc-Cre infection, luciferase reporter, 44 h; Potency, µM (top dose mostly 41.8 µM), without a hit: at the top dose activity change, negative = inhibition, actives largely listed as inhibitors; 340,000 compounds, 3.4% hits; AID 651820
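Cells (1,000/well) were plated 4 h before compound, then infected with HCVcc-Cre virus (~0.5 moi). After 44 h further culture, infection was read as luciferase luminescence following a 15 min substrate incubation at room temperature.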
Sm TGR inh – blocks Schistosoma mansoni thioredoxin glutathione reductase; Q962Y6; purified TGR, DTNB reduction, TNB absorbance 405 nm; Potency, µM (titrated, usually from 114 µM), for the others: at the top dose activity change, negative = inhibition, most hits filed as inhibitors; 360,000 compounds, 3% hits; AID 485364; also: nearly all actives have a fitted effect of over 60% in size
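First, TGR (20 nM dispensed) and NADPH were mixed with compound. Second, a 15 min room-temperature incubation followed. Third, further NADPH and then DTNB were added to start the reaction. Finally, TNB absorbance was monitored kinetically.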
Pf growth 96h – P. falciparum growth inhibition at 96 hour, primary screen for plastid delayed-death inhibitors | P. falciparum luciferase reporter growth, 96 h | Potency, µM (top dose mostly 28.7 µM), without a hit: at the highest dose activity change, negative = inhibition, hits mostly inhibitors | 320,000 compounds, 6.9% hits
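Readout is luminescence from an integrated firefly luciferase in P. falciparum. Red cells, 2% hematocrit and 0.05% parasitemia final, were cultured with compound through two parasite generations (96 hours) at 37 C, 5% CO2.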
An asterisk follows results filed as active; ? = inconclusive; · = not tested or not shown; & = joins results of further samples; [ ] = remark or other dose. Calls follow the shape of the dose curve; as a rule, active = well fitted curve in the direction sought with a large enough effect; inconclusive = small, poorly fitted or top-dose-only effect, or another doubt; inactive = no such curve, though single readings can be large; an effect the other way counts as inactive or inconclusive. % is scaled to controls: 0 for no effect and ±100 for the full control effect; potency is read from the fitted curve at half-maximal effect.

SMILES	Tb PYK inh	LmPK inh	Pf growth 48h	HCV inhibitor	Sm TGR inh	Pf growth 96h
O=C(Cc1cccs1)N(c1ccc(F)cc1)C1(C(=O)NC2CCCCC2)CCCC1	5%	3%	-20%	10%	-7%	?
CCN(C1CCCCC1)S(=O)(=O)c1ccc(-n2cnnn2)c(C)c1	-1%	2%	0%	4%	5%	-26%
CN(C)c1cccc(C(=O)OCC(=O)N2CCc3ccccc3C2)c1	0%	0%	-5%	-2%	8%	52%[activator]
O=C1N(Cc2cccc(Cl)c2)C[C@@H]2C[C@@H](c3ccc4nonc4c3)N3CCC[C@@]123	-1%	3%	?	-16%	6%	?
COc1ccc(-c2nc(CS(=O)(=O)CC(=O)NC3CCC(C)CC3)c(C)o2)cc1 (stereo not given)	1%	6%	-31%	?	?	-29%
COc1ccc(CNC(=O)CSc2nc3[nH]ncc3c(=O)n2-c2ccccc2Br)cc1	·	0%[11.5 µM]	?	·	4%	?
O=C(CCCn1c(=O)[nH]c2cc(Cl)ccc2c1=O)NCCC1=CCCCC1	-6%	-9%	·	4%	9%	?
S=C(NCCc1ccccc1)NC1CC1	-2%	-3%	19%	7%	2%	-24%
CCOc1ccc(C2C([N+](=O)[O-])=C(C)N(C)C(=O)N2C)cc1OC (stereo not given)	8%	4%	?	?	1%	-1%
OC(COc1ccccc1)CN1C2=NCCCN2c2ccccc21 (stereo not given)	0%	3%	?	?	44%[activator]	·
CC1CCCCN1C(=S)NC(=O)c1cc(Br)ccc1Cl (stereo not given)	-12%	·	?	6%	1%	13µM*
CCn1cc(C(=O)NCC(OC)OC)c(=O)c2cc(S(=O)(=O)N3CCCC3)ccc21	1%	-4%	18%	7%	-4%	?
COc1ccc2nc(NC(=O)c3ccccc3C(=O)O)sc2c1	-8%	-2%	-84%	7%	-5%	6%
CC(C)C[C@@H](CO)N1CCN(Cc2ccccc2)CCC1=O	0%	-3%	23%	5%	1%	32%[activator]
O=C(NCc1ccc(C(=O)N2CCC3(CC2)OCCO3)cc1)c1cccc(Br)c1	1%	1%	2%	-5%	5%	12%
CCCNC(=O)c1c(C)cc(=O)oc1C	-20%	-2%	33%[activator]	7%	0%	6.6µM*
N#CCCN(C(=O)COC(=O)c1nc(Cl)ccc1Cl)c1ccccc1	-1%	·	19%	10%	-2%	39%[activator]
Cc1ccc2[nH]c(=O)c(CN(CCCN3CCOCC3)C(=O)Nc3ccc(Cl)cc3)cc2c1	-2%	0%	3.7µM*	?	·	0%
O=C(Nc1ccccc1C(F)(F)F)Nc1cccc2ccccc12	1%	0%	-7%	-9%	4%	-14%
O=C(CN1CCCCC1)N1c2ccccc2Sc2ccc(C(F)(F)F)cc21	-2%	12%	?	-24%	-4%	34%[activator]
CC(=O)C1=C(O)C(=O)N(c2ccc(C(=O)O)cc2)C1c1ccccc1 (stereo not given)	-1%	-6%	·	6%	6%	20%
O=C(C[n+]1ccccc1)N/N=C/c1ccccc1Cl	0%	·	-24%	2%	-5%	?
C(=C\c1nccc2c1[nH]c1ccccc12)/c1ccccc1	3%	5%	1.9µM*	?	11%	2.6µM*
NC(=O)c1sc2nc(N3CCOCC3)c3c(c2c1N)CCCC3	?	-13%	·	-22%	-29%	?
CCCCNS(=O)(=O)c1ccc2nc(SCC(=O)Nc3ccccc3Cl)[nH]c2c1	-4%	3%	-4%	13µM*	8%	?
COc1ccc(CN2CC(C(=O)NCCC3=CCCCC3)CC2=O)cc1 (stereo not given)	4%	-6%	-15%	-2%	8%	430%[activator]
CCn1c(SCC(=O)Nc2ccc(C)cc2)nc(O)cc1=O	4%	2%	12%	19%	9%	-1%
OC(Cn1cncn1)(c1ccc(F)cc1)c1ccc(Cl)cc1 (stereo not given)	-1%	1%	-4%[0.00184 µM]	11%	5%	?
CCOC(=O)C(CC)n1nc(C)n2c(cc3sccc32)c1=O (stereo not given)	5%	1%	-8%	?	-4%	?
Cc1cccc(C(=O)NNC(=O)c2ccc(NC(=O)C(C)(C)C)cc2)c1	-6%	-1%	34%[activator]	17%	4%	-32%

Reprinted from the part before: two compounds, then new ones.
SMILES	Tb PYK inh	LmPK inh	Pf growth 48h	HCV inhibitor	Sm TGR inh	Pf growth 96h
CCOC(=O)C(CC)n1nc(C)n2c(cc3sccc32)c1=O (stereo not given)	5%	1%	-8%	?	-4%	?
Cc1cccc(C(=O)NNC(=O)c2ccc(NC(=O)C(C)(C)C)cc2)c1	-6%	-1%	34%[activator]	17%	4%	-32%
Cc1ccc(Sc2ncccc2C(=O)O)cc1	-24%	7%	14%	15%	-1%	4%
COc1ccccc1C(=O)N/C(=C\c1ccc(Br)cc1)C(=O)NCC(=O)O	8%	-10%	-5%	1%	-5%	?
O=C(CSCc1ccccc1)N1CCN(C(=O)c2ccco2)CC1	1%	0%	6%	-3%	45µM*	·
Cc1ccc(C)c(NC(=O)CCNS(=O)(=O)c2ccc3[nH]c(=O)oc3c2)c1	2%	3%	9%	-2%	5%	?
O=C1c2cccc([N+](=O)[O-])c2C(=O)N1c1cccnc1	-6%	-1%	4%	5%	4%	-13%
COc1ccccc1N1CCN(C2CCCC(C)C2)CC1 (stereo not given)	-2%	2%	·	-25%	-11%	?
O=C(NC1CCCC1)C(c1ccccc1)N(C(=O)c1ccno1)c1cccnc1 (stereo not given)	-5%	13%	·	-3%	-3%[11.4 µM]	·
COc1ccccc1C(=O)Nc1cccc(S(=O)(=O)N2CCCC2)c1	-4%	6%	-2%	?	13%	-17%
CCCCC(C(=O)NC1CCCC1)N(C(=O)c1snc(C(N)=O)c1N)c1ccc(OCC)cc1 (stereo not given)	-2%	-1%	?	?	-17%	1%
CCC(C)NS(=O)(=O)c1cc2c3c(c1)CCC(=O)N3CCC2 (stereo not given)	2%	-3%	3%	15%	6%	5%
CCCCSC1(SCCCC)N=C(N)C2(C#N)C(c3ccccc3)NC(C)=CC12C#N (stereo not given)	2%	3%	?	4%	1%	51%[activator]
CC1CN(S(=O)(=O)c2ccc(F)cc2)C(C)N1C(=O)N1CCOCC1 (stereo not given)	1%	-6%	31%[activator]	27%	1%	7%
Cc1ccc2ncnc(NCCC(=O)O)c2c1	-2%	1%	-1%	12%	2%	-15%
CCOC(=O)c1sc(NC(=O)c2ccccc2)cc1C	-1%	?	·	?	2%	?
COc1cc(NC2=CC(=O)CC(C)(C)C2)cc(OC)c1OC	-4%	-4%	?	-6%	-28%	-6%
O=C(O)COc1ccccc1/C=N/NC(=O)c1cc(-c2ccc(Cl)cc2)nc2ccccc12	-2%	0%	-7%	16%	-11%	?
COc1cc(OC)cc(C(=O)N/N=C(\C)CC(=O)Nc2ccccn2)c1	-5%	14%	-26%	-1%	7%	?
CCC(Sc1nccn1C)C(=O)Nc1ccc(Cl)cn1 (stereo not given)	-1%	0%	-4%	-19%	·	19%
Cc1ccc(NC(=O)CCS(=O)(=O)c2ccc3nc(C)sc3c2)cc1	-25%&-1%	-1%	46%[activator]	-1%	4%&2%	127%[activator]
Cn1cc(CN(Cc2ccccn2)C[C@@H]2CCC(=O)N2)c(-c2ccccc2F)n1	-6%	-7%	-11%	3%	0%	?
COC(=O)c1ccccc1N=Nc1c(N)[nH][nH]c1=O	4%	1%	7%	-4%	14%	8%
COC(=O)c1cc(C(=O)OCC(=O)NCc2cccs2)cc([N+](=O)[O-])c1	-3%	·	-16%	-15%	-2%	-14%
O=c1c(-c2ccccc2)c1-c1ccccc1	-6%	2%	6.7µM*	·	3.5µM*	5.4µM*
O=C(c1csc2c1CCCCC2)N1CCC2(CC1)OCCO2	2%	-3%	?	?	9%	7%
N#Cc1c2c(c(NCCOCCO)n3c1nc1ccccc13)CCCC2	-11%	-5%	?	4%	-2%	-16%
CCOC(=O)C1CCN(C2=NC(=O)/C(=C/c3ccc(OC)c(OC)c3)S2)CC1	6%	-1%	7%[0.00184 µM]	-9%	-2%	?
CCOc1ccc(NC(=S)NC(=O)/C=C/c2ccc(OC)c(OC)c2)c([N+](=O)[O-])c1	-6%	-4%	?	-26%	10%	59%[activator]
O=C(CSc1ccc(F)cc1)NCCc1ccc(Cl)cc1	-1%	-4%	-3%	-5%	-7%	54%[activator]
Cc1ccccc1/C(N)=N/OC(=O)c1cccs1	-12%	?	10%	?	-9%	64%[activator]
O=C(NN=C1CCN(Cc2ccccc2)CC1)c1cc(Br)ccc1O	3%	0%	45%[activator]	-5%	-30%	1.9µM*
CN(C(=O)CC1C(=O)NCCN1Cc1ccc(F)c(F)c1)C1CCOCC1 (stereo not given)	-3%	1%	43%[activator]	16%	45µM*	?
COc1cccc(NC(=O)CSc2nnc3cc(C)nc(N)n23)c1	0%	-3%	3%	13%	6%	?
O=C(COC(=O)CNC(=O)c1ccccc1)NC1CCCC1	2%	·	30%[activator]	-3%	-1%	15%
CCCCc1ccc(/C(C)=N/NC(=O)C2CCCC2)cc1	2%	0%	42%[activator]	3%	0%	?
CCOc1cccc(SCc2noc(C(=O)NC(C)C)c2C(=O)O)c1	0%	0%	22%	-9%	-11%	73%[activator]
CSC1=NCCN1C(=O)c1c(F)cccc1F	-5%	-5%	·	11%	23%	?
NC(=O)c1ccccc1N=Cc1ccc2ccccc2c1	1%	-1%	128%[activator]	7%	-9%	152%[activator]
CN1CCN(Cc2nc3c(c(=O)[nH]c(=O)n3C)n2CCc2ccccc2)CC1	3%	-2%	0%	-12%	3%	?
S=C(CN1CCCC1=S)NCCc1ccccc1	-9%	5%	-9%	16%	0%	8%
CN(CC(=O)Nc1cccc(F)c1)C(=O)c1ccccc1CCc1ccccc1	0%	·	6.6µM*	?	4%	?
CCC1(c2ccccc2)CCC(=O)NC1=O (stereo not given)	-1%	·	19µM*	·	·	?
CC(O)CNC(=O)C1CCN(Cc2ccc(OCc3ccccc3)cc2)CC1 (stereo not given)	39%[activator]	-7%	9%	-28%	7%	29%
CCOC(=O)c1ccc(NC(=O)c2nc[nH]c2C(=O)N2CCN(c3ccccc3)CC2)cc1	4%	2%	?	7%	5%	-14%
COc1ccc(CC(=O)Nc2cccc(-c3nnc(-c4ccc(C)cc4)o3)c2)cc1OC	2%	1%	?	3.2µM*	4%	-13%
O=C(NCC1CCCO1)c1cccc(NC(=O)c2ccccc2)c1 (stereo not given)	-6%	-4%	5%	5%	8%	-5%
CCCCCc1cc(=O)oc2c(C(CCN3CCCC3)c3cc(OC)c(OC)c(OC)c3)c(OC)cc(OC)c12 (stereo not given)	1%	7%	2.6µM*	?	-2%	3.3µM*
CCOC(=O)N1CCC(NCCNC(=O)c2ccco2)CC1	-12%	0%	29%	10%	-2%	11%
COC(=O)c1ccc(N2CCN(CC(=O)c3ccc(-c4ccccc4)cc3)CC2)c([N+](=O)[O-])c1	-9%	5%	12µM*	0%	-36%	?

Reprinted at random: 6 records from the list
SMILES	Tb PYK inh	LmPK inh	Pf growth 48h	HCV inhibitor	Sm TGR inh	Pf growth 96h
CC1CN(S(=O)(=O)c2ccc(F)cc2)C(C)N1C(=O)N1CCOCC1 (stereo not given)	1%	-6%	31%[activator]	27%	1%	7%
O=C(COC(=O)CNC(=O)c1ccccc1)NC1CCCC1	2%	·	30%[activator]	-3%	-1%	15%
Cn1cc(CN(Cc2ccccn2)C[C@@H]2CCC(=O)N2)c(-c2ccccc2F)n1	-6%	-7%	-11%	3%	0%	?
S=C(CN1CCCC1=S)NCCc1ccccc1	-9%	5%	-9%	16%	0%	8%
CCCCc1ccc(/C(C)=N/NC(=O)C2CCCC2)cc1	2%	0%	42%[activator]	3%	0%	?
CCC1(c2ccccc2)CCC(=O)NC1=O (stereo not given)	-1%	·	19µM*	·	·	?
